# Screens as filed in PubChem.
# MazEF act: activators of E. coli MazEF toxin-antitoxin RNase, primary screen, biochemical, fluorescence, uHTS | hit rate 0.32% among 350,000 | AID 504720, 2011 | FAM/BHQ RNA-DNA oligo cleavage fluorescence, 5 h | Endoribonuclease toxin MazF (Escherichia coli (strain K12)), P0AE70 | activation, % at 20 µM; in the data active = activation above about 50%
# SSB-PriA inh: inhibitors of Klebsiella pneumoniae PriA binding to SSB C-terminal tail, primary screen, biochemical, AlphaScreen; AlphaScreen SSBct-PriA binding, biotinylated peptide; inhibition, % at 33 µM; hit rate 0.6% among 430,000; AID 1272365, 2023; in the data active = inhibition mostly above about 37%, no sharp cut-off; inactive = mostly below about 20%;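 also: plate controls were negative control peptide for no effect and reference peptide for full effect; strong numbers were not always called active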
# Anthrax LF inh2: Bacillus anthracis LF protease inhibitors, primary screen, biochemical, multiplex microsphere, MLPCN library; Lethal factor (Bacillus anthracis), P15917; hit rate 0.12% among 360,000; inhibition, % at 10 µM; multiplex microsphere protease cleavage assay; in the data active = inhibition above about 30%; inconclusive = no clear call, values can overlap the other calls; also: plate controls were buffer without enzyme for full effect and enzyme alone for no effect
# BH1578 lux ind: inducers of Vibrio cholerae quorum light production without autoinducers, primary screen, BH1578 luxS cqsA deficient, single point; V. cholerae BH1578 lux reporter, luminescence, 6 h; hit rate 0.16% among 350,000; activation, % at 18.7 µM; in the data active = activation mostly above about 9.7%, no sharp cut-off; inconclusive = no clear call, values can overlap the other calls; inactive = mostly below about 3.7%; also: not every result past the cut was called active; inactives centre near 0; reference of the scale not given here
# VHR inh abs: VHR1 phosphatase inhibitors, primary screen, biochemical, absorbance, uHTS. Dual specificity protein phosphatase 3 (Homo sapiens), P51452. recombinant VHR phosphatase, pNPP absorbance. inhibition, % at 13.3 µM. hit rate 0.52% among 290,000; in the data active = inhibition above about 50%; also: some compounds called inactive have numbers as strong as hits
# Yp Topo-I inh: Yersinia pestis topoisomerase I inhibitors, primary screen, biochemical, cleavage product accumulation, plate reader, single point | DNA topoisomerase I (Yersinia pestis CO92) | Y. pestis Topo-I cleavage product accumulation | activity, % at 10 µM | hit rate 0.064% among 360,000; in the data active = activity above about 50%, passing the limit was not always enough; inconclusive = no clear call, values can overlap the other calls; also: inactives centre near 2
# PfHsp40 yeast: rescue of yeast from PfHsp40 toxicity, primary screen, S. cerevisiae, ATP luminescence. S. cerevisiae expressing PfHsp40, growth rescue. hit rate 0.68% among 340,000. AID 504582, 2011. growth rescue, % at 12.5 µM; in the data active = growth rescue above about 28%, passing the limit was not always enough; inconclusive = no clear call, values can overlap the other calls;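 also: yeast W303a lacking pdr1 and pdr3 grown in galactose medium; growth measured after three days at 30 °C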
# TcdB inh: TcdB glycohydrolase inhibitors, primary screen, biochemical, single point, plate reader | hit rate 0.24% among 350,000 | Toxin B (Clostridioides difficile), P18177 | TcdB glycohydrolase enzymatic assay | inhibition, % at 9.99 µM; in the data active = inhibition above about 10%
# Rv3671c inh: Rv3671c serine protease inhibitors, primary screen, biochemical, fluorescence polarization, M. tuberculosis H37Rv; hit rate 0.048% among 320,000; inhibition, % at 5.96 µM; in the data active = inhibition above about 38%;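 also: extracellular domain of Rv3671c used as enzyme; 0% = enzyme with DMSO and 100% = no enzyme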
# SARS 3CLpro inh: SARS-CoV 3CLpro protease inhibitors, primary screen, biochemical, quenched FRET. AID 1706, 2009. Replicase polyprotein 1ab (Severe acute respiratory syndrome coronavirus), P0C6X7. inhibition, % at 6 µM. hit rate 0.14% among 290,000. recombinant SARS-CoV 3CLpro, quenched FRET peptide cleavage; in the data active = inhibition above about 12%
# * hit, by the source's call; i = inactive; ? = inconclusive; nt = not tested or not shown. A portion of the library; count on the stated rates, not on these rows.
cpd	structure	MazEF act	SSB-PriA inh	Anthrax LF inh2	BH1578 lux ind	VHR inh abs	Yp Topo-I inh	PfHsp40 yeast	TcdB inh	Rv3671c inh	SARS 3CLpro inh
1	COc1ccc(N=C2NC(=O)C(CC(=O)NCCc3ccc(OC)c(OC)c3)S2)cc1 (stereo not given)	5	-1	0	-0.2	28	8	-1.1	-0.9	1	3
2	CC(C)NC(=O)C1(C)CCN1Cc1cccc(Cl)c1 (stereo not given)	nt	nt	1	i	nt	-12	nt	0.6	nt	nt
3	CCc1ccccc1NC(=O)CCCN1C(=O)c2cccnc2C1=O	10	-8	0	i	17	-7	0.2	-0.1	-12	-1
4	CCCCn1c(N)c(N(CCOC)C(=O)c2cccc(S(=O)(=O)N(C)c3ccccc3)c2)c(=O)[nH]c1=O	-2	-14	1	i	nt	4	1.2	2.2	3	nt
5	CCOc1ccc2c(c1)nc(C)n2C	-17	0	nt	-0.1	-8	2	-0.3	0.4	1	3
6	OC1(c2cccc(C(F)(F)F)c2)CCN(Cc2nnnn2Cc2ccccc2)CC1	-5	-6	-1	i	26	9	-0.4	1.2	-3	3
7	COc1cc(C(=O)OCCN2CCOCC2)ccc1O	1	-15	0	-0.2	-18	1	-0.2	nt	-2	1
8	O=C(CCNC(=O)c1ccc(Br)cc1)NNC(=O)c1ccccc1O	4	8	2	-1.1	nt	4	4.1	0.5	5	nt
9	O=C(NN1CCOCC1)c1cc(-c2ccc(Br)cc2)nc2ccccc12	-2	-13	-1	-0.6	-2	-2	1.3	nt	-1	2
10	COCC1CCN(Cc2cn[nH]c2-c2ccc(OC)c(F)c2)C1 (stereo not given)	18	4	-6	-2.3	-26	2	-1.4	0.4	-20	2
11	CN(C)CCCNc1nc2cc(-c3ccsc3)sc2c(=O)n1C	nt	nt	-8	-0.7	nt	-7	nt	1.4	nt	nt
12	CCC(=O)Nc1ccc(Br)cn1	-5	-21	-4	i	11	-2	0.1	-2.6	-6	5
13	COCC1=C(C(=O)OC)C(c2ccco2)n2ncnc2N1 (stereo not given)	-17	-7	-6	-0.5	4	0	nt	1.0	-1	2
14	CC(OC(=O)c1cccs1)C(=O)NCCc1ccccc1 (stereo not given)	8	-9	3	-0.6	15	2	-1.4	0.6	-9	1
15	CC1CCN(C(=O)CCc2nc3cc(S(=O)(=O)N(C)C)ccc3n2C)CC1	10	-13	1	i	-5	5	0.1	nt	-3	0
16	O=C(COc1ccccc1)NCc1ccco1	7	0	-6	i	nt	7	1.8	0.4	nt	nt
17	O=C(CCC1COc2ccccc2O1)NC1CCCCC1 (stereo not given)	9	-12	0	i	-10	1	0.9	nt	-3	0
18	COc1cc(OC)c(C(=S)N2CCCC2)cc1OC	9	-8	-3	i	6	0	-2.2	0.2	2	-4
19	Cc1nc(S(=O)(=O)c2cccc(Cl)c2)nc2c1CCC2	5	1	-9	i	11	1	0.8	nt	-7	7
20	CC1CN(C(=O)CCC(=O)NCCCc2ccccc2)c2ccccc2O1 (stereo not given)	0	-5	-4	-0.2	25	20	1.8	0.7	-3	1
21	CCSCc1nnc(SCC(=O)Nc2nc(C)cs2)n1C	nt	nt	nt	nt	39	nt	nt	0.7	6	0
22	Cc1cc(C)c2nc(-c3ccncc3)cc(C(=O)N3CCN(Cc4ccccc4Cl)CC3)c2c1	-14	11	-4	i	19	31	-0.7	0.5	-8	-5
23	O=C(OCC(=O)N1CCCC1)c1cc(Cl)ccc1Cl	9	-10	4	i	26	8	-1.3	1.2	-7	0
24	CCC(C)(C)NC(=O)C(c1ccc(OC)cc1)N(Cc1ccc(OC)cc1)C(=O)CCC(=O)Nc1cc(C)on1 (stereo not given)	4	-1	2	-0.2	36	19	-0.9	1.6	4	5

# Other structures.
# Below each compound: MazEF act, SSB-PriA inh, Anthrax LF inh2, BH1578 lux ind, VHR inh abs, Yp Topo-I inh, PfHsp40 yeast, TcdB inh, Rv3671c inh, SARS 3CLpro inh
25: Cc1ccc(C(=O)NCCCNc2ccccc2[N+](=O)[O-])cc1
→ 2, 7, 3, i, -2, 18, 9.7, 0.7, -3, 2
26: O=[N+]([O-])c1cc(-c2cnc3ccccc3n2)ccc1Oc1ccc(F)cc1
→ 0, -7, -1, i, 16, 9, -0.3, nt, -3, -7
27: O=C(CSc1cn(CCNC(=O)c2cccs2)c2ccccc12)NCC1CCCO1 (stereo not given)
→ 2, 2, 0, -1.2, 16, 6, 1.1, -7.1, 0, -1
28: COc1ccc(-n2c(SCC(=O)Nc3ccc(C(=O)O)cc3)nnc2-c2ccccc2)cc1OC
→ 10, -12, 23, -0.1, -16, -4, nt, 0.7, 3, 3
29: COc1ccc(CNCc2ccc3ccccc3c2)c(OC)c1
→ 14, 7, 3, i, 8, 9, 2.5, 1.6, 4, 1
30: Cc1ccccc1OCCCC(=O)Nc1ccccc1C(F)(F)F
→ -13, -37, -3, i, 12, 7, -0.6, nt, -8, 0
31: COC(=O)C1=C(c2ccc(Cl)c(C(F)(F)F)c2)C[C@@H]2CC[C@H]1N2C(=O)N1CCCC1
→ 4, -26, -7, i, nt, 0, 0.5, 8.0, 10, nt
32: Cc1cc(C)cc(NC(=O)C2C3C=CC4(O3)C2C(=O)N(CCCN(C)C)C4C(=O)NC2CCCC(C)C2C)c1 (stereo not given)
→ 7, 0, -1, 0.6, 15, -13, -0.2, 0.3, -5, -5
33: O=C(CN(Cc1ccc(Br)cc1)S(=O)(=O)c1ccccc1)NCc1cccnc1
→ -13, -3, -1, -12, 24, 9, -1.2, 0.5, 5, -2
34: NC(=O)c1ccc(NC(=O)CCCN2C(=O)NC3(CCCC3)C2=O)cc1
→ 6, 6, -14, -4.2, nt, 3, -1.1, 0.4, -7, nt
35: CCC(CO)Oc1cc(NCc2ccc(C(=O)O)cc2)c2ncn(C(C)C)c2c1 (stereo not given)
→ -7, 0, 2, 0.0, nt, -4, -0.6, 0.2, 1, nt
36: CCOC(=O)c1c(S(=O)(=O)Nc2ccccn2)c(C)n(C)c1C
→ 4, -16, -1, -3.1, -4, -5, 0.4, 2.5, 5, -6
37: COc1ccc(-c2noc(CN(C(=O)c3c(-c4ccccc4Cl)noc3C)C(C)C)n2)cc1
→ -8, -18, -2, -0.6, -4, 23, 3.6, nt, -10, -3
38: Nc1nnn(CC(=O)N/N=C/C=C/c2ccccc2)n1
→ -1, i, 3, -1.1, -4, 0, 0.0, 2.0, -6, 0
39: N#Cc1ccc(S(=O)(=O)N2CCN(C(=O)C3CC(=O)N(c4ccc5c(c4)OCCO5)C3)CC2)cc1 (stereo not given)
→ -2, -3, -8, -0.1, nt, 9, -0.1, 0.8, 4, nt
40: CC(C)(O)C#Cc1ccc(CNC[C@H]2O[C@@H](n3cnc4c(N)ncnc43)[C@H](O)[C@@H]2O)s1
→ 17, 0, 0, i, nt, -5, -1.1, 0.6, nt, nt
41: O=C(c1cc(=O)[nH]c2ccccc12)N1CCN(c2cccc(C(F)(F)F)c2)CC1
→ 5, 0, -4, -0.5, 5, 17, 0.6, 0.8, 8, 46*
42: COc1ccc(C2CC(=O)c3cnc(NC(=O)c4cc(OC)cc(OC)c4)nc3C2)cc1 (stereo not given)
→ 4, -15, -6, 6.7, -4, 27, 1.8, -0.7, -2, 6
43: Cc1cnc(C(=O)OCC(=O)Nc2cccc(C)c2C)cn1
→ 2, -8, 1, -0.7, nt, 4, -1.6, 0.5, -3, nt
44: Cc1nc(NC(=S)NC(=O)c2cccs2)sc1C(=O)N(C)C
→ -5, -2, 0, -0.2, 23, -2, 1.1, 0.3, 3, 2
45: CC(=O)Nc1ccc(NC(=O)COc2ccc([N+](=O)[O-])cc2)cc1
→ -1, -5, -4, i, 38, 4, 0.4, 0.8, -1, 8
46: O=C(N/N=C/c1ccccc1O)C1CC(=O)N(c2ccc(Cl)cc2)C1 (stereo not given)
→ 1, nt, -2, nt, 18, -5, -0.3, 0.9, 14, 1
47: O=S(=O)(NCCc1csc(-c2cccnc2)n1)c1ccc(F)cc1
→ 7, -10, 5, i, 60, 4, -1.8, 0.7, -4, -3
48: COc1ccc(CNC(=O)CCc2nnc3ccc(NCCCN4CCCC4=O)nn23)cc1
→ -5, 3, 1, -0.2, 17, -1, -0.7, -0.8, -3, -5
49: Cc1ccc(NC(=S)NCCc2ccccc2)nc1
→ -6, -3, -8, i, 20, 15, 1.4, 0.8, -6, 6
50: COc1ccc(OC)c(NC(=O)CC(NC(C)=O)c2ccccc2)c1 (stereo not given)
→ 7, 0, -2, -0.2, -4, 4, 0.4, 0.3, 5, 3
51: O=C(CSc1n[nH]c(-c2cccnc2)n1)Nc1cccc(Cl)c1
→ 11, 2, -9, -0.3, 6, 4, 0.5, 1.1, 0, 2
52: O=C(c1cc2ccccc2o1)N1CCOCC1
→ -5, -4, ?, -0.6, nt, 3, 0.3, 1.1, 4, nt
53: COCCNC(=O)CN(C)S(=O)(=O)c1ccc(Br)cc1
→ 16, 4, 1, -0.2, 29, 0, -0.1, nt, 4, -3
54: COc1cc(C)c2sc3ccccc3c(=O)c2c1NCCN(C)C
→ 20, nt, -20, -5.0, nt, -42, nt, 7.4, nt, nt
55: CCn1cc(C(=O)NC(=S)Nc2sc3c(c2C(=O)OC)CCCCCC3)cn1
→ 6, -15, 0, -0.2, 22, -3, 0.3, nt, -12, -1
56: O=C(NCc1ccncc1)C(=O)Nc1nc(C23CC4CC(CC(C4)C2)C3)cs1
→ 2, 14, 0, -0.4, 2, 25, -1.6, nt, 6, 5
57: CCc1nc2ccc(C(=O)NCCOc3ccc(OC)cc3)cn2c1N(C)Cc1cccs1
→ nt, nt, 0, i, nt, 9, nt, 0.6, nt, nt
58: CCOC(=O)CCc1c(C)c2ccc3c(c2oc1=O)CN(CCCO)CO3
→ 7, 27, -5, -0.5, 2, -8, nt, 0.7, -7, -3
